Compound activity as filed in PubChem BioAssay.
LYP phosphatase: inhibitors of LYP phosphatase, biochemical, fluorescence intensity, uHTS (AID 1779); Tyrosine-protein phosphatase non-receptor type 22 (Homo sapiens); recombinant LYP phosphatase, fluorescence intensity; higher % means a stronger effect; inhibition, % at 11.5 µM; hits with a dose series show IC50 in µM; hit rate 0.054% among 290,000; in the data active means inhibition above about 50%;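 further: plate controls were vehicle with enzyme for no effect and no enzyme for full effect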
GPR35 arrestin U2OS: GPR35 antagonists blocking zaprinast-driven arrestin recruitment, primary screen, imaging, U2OS, beta-arrestin-GFP, zaprinast agonist (AID 2058). G-protein coupled receptor 35 (Homo sapiens). hit rate 0.052% among 290,000. U2OS GPR35 beta-arrestin-GFP translocation imaging, zaprinast antagonism; higher % means a stronger effect. inhibition, % at 10 µM, or IC50 in µM where a hit was titrated;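 active means inhibition of at least 50% with at least 30 cells and total cytoplasm GFP at most 10,000,000; inconclusive means under 30 cells or total GFP of 10,000,000 plus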
ER stress rescue: rescue of cells from ER stress-induced death, primary screen, 384-well, CSM14.1, thapsigargin, ATP luminescence (AID 1222); CSM14.1 thapsigargin-induced death rescue, ATP luminescence; higher % means a stronger effect; one-dose cellular ATP content (survival), % at 20 µM; EC50 in µM for titrated hits; 190,000 tested, under 10 active;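 active means EC50 below 50 µM in the dose-response confirmation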;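 further: death triggered by thapsigargin at about 15 µM added after 2 h compound pretreatment; cell ATP read after overnight thapsigargin exposure of roughly 18 to 22 hours; normalized against plate controls of thapsigargin alone and 5% DMSO vehicle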
NS5 inhibitors: Dengue-2 NS5 methyltransferase inhibitors, primary screen, biochemical, confirmation dose response (AID 588689); Genome polyprotein (Dengue virus type 2 (strain 16681-PDK53)); Dengue-2 NS5 methyltransferase capping enzyme assay, biochemical; higher % means a stronger effect; inhibition, % at 25 µM, or IC50 in µM where a hit was titrated; hit rate 0.3% among 340,000; in the data active means a potency from the dose series; inconclusive means inhibition above about 29% without an active follow-up result
PhoP inhibition: inhibitors of PhoP regulon expression, primary screen, Salmonella Typhimurium, GFP reporter (AID 1863); S. Typhimurium PhoP-regulated promoter GFP reporter, 4 h; higher % means a stronger effect; inhibition, % at 50 µM, or IC50 in µM where a hit was titrated; hit rate 0.16% among 300,000;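 active means inhibition over 29.93%, a cutoff 3 SD above the screen mean, later confirmed by dose response; inconclusive means inhibition over 29.93% but no dose response follow-up; inactive means inhibition at most 29.93% or unconfirmed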;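 further: 0% = low Mg2+ inducing control and 100% = high Mg2+ repressing control; strong numbers were not always called active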
Rac1 GTP hydrolysis: MgcRacGAP GTPase-activating activity inhibitors, confirmation, biochemical, ADP Hunter fluorescence; Rac GTPase-activating protein 1 (Homo sapiens); MgcRacGAP-stimulated Rac1 GTP hydrolysis, ADP Hunter fluorescence; higher % means a stronger effect; GST-tagged Rac1 F28L mutant substrate; inhibition, % at 30 µM, or IC50 in µM where a hit was titrated; hit rate 0.6% among 340,000;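 active means first-screen hits whose inhibition reached a set limit at any dose in the follow-up dose series; inconclusive means inhibition above the set first-screen limit but never retested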;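 further: fluorescence reports GDP produced by GAP-driven GTP hydrolysis; strong numbers were not always called active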
Large T inhibition: SV40 large T antigen inhibitors, biochemical (AID 1903); SV40 large T antigen ATPase/helicase inhibition assay; higher % means a stronger effect; inhibition, % at 20 µM, or IC50 in µM where a hit was titrated; hit rate 0.39% among 310,000; in the data active means a potency from the dose series; inconclusive means inhibition mostly from about 32% at the one dose, without a potency; inactive means the rest, 99 in 100 with inhibition below about 32%; further: strong numbers were not always called active
RSV antiviral HEp-2: RSV antiviral activity via CPE protection, HEp-2 cells, primary 10 µM value included (AID 2391); HEp-2 cells, RSV-induced CPE inhibition; higher % means a stronger effect; one-dose CPE inhibition, % at 10 µM; IC50 in µM for titrated hits; hit rate 0.13% among 310,000; in the data active means a potency from the dose series; inconclusive means CPE inhibition mostly from about 23% at the one dose, without a potency; inactive means the rest, 99 in 100 with CPE inhibition below about 21%; further: strong numbers were not always called active
West Nile virus CPE: West Nile virus antiviral activity, cell-based, CPE readout (AID 1621). CPE inhibition, % at 10 µM; hits with a dose series show IC50 in µM. West Nile virus-infected cells, CPE inhibition; higher % means a stronger effect. hit rate 0.02% among 290,000; in the data active means a potency from the dose series; inconclusive means CPE inhibition mostly from about 3.7% at the one dose, without a potency; inactive means the rest, 99 in 100 with CPE inhibition below about 2.2%; further: strong numbers were not always called active
NS5 inhibitors pilot replicate: further read-out of NS5 inhibitors, marked with its call; inhibition, %; measured here: pilot screen replicate inhibition
The depositor's hits bear a star; ? = inconclusive; nt = no result given; & = joins results of further samples.

SMILES	LYP phosphatase	GPR35 arrestin U2OS	ER stress rescue	NS5 inhibitors	PhoP inhibition	Rac1 GTP hydrolysis	Large T inhibition	RSV antiviral HEp-2	West Nile virus CPE	others
Cc1ccc(CNC(=O)CC2Nc3c4ccccc4nc(=S)n3C2=O)cc1 (centres undefined)	-5%	26%	-0.3%	nt	3%	nt	2%	-1.0%	-0.1%
COc1ccc(S(=O)(=O)N2CCOCC2)cc1NC(=O)c1cccc2c(=O)c(C)c(-c3ccccc3)oc12	8%	-6%	6.1%	-6%	-13%	6%	-2%	12%	0.7%
Cc1ccc(C(=O)CSc2nnc(-c3ccccc3)o2)cc1	2%	-7%	-2.1%	-3%	3%	6%	7%	3.6%	0.1%
Cc1ccc(NC(=O)CSc2n[nH]c(C)c2[N+](=O)[O-])cc1C	-6%	5%	-3.2%	-1%	-3%	6%	1%	0.8%	0.1%
CCOc1ccc(CCNC(=O)c2cccc(S(=O)(=O)N3CCCC3)c2)cc1OCC	nt	nt	nt	6%	2%	2%	2%	6.9%	nt
CC(=O)Nc1ccc(S(=O)(=O)Nc2nc3ccccc3nc2Nc2cccc(S(N)(=O)=O)c2)cc1	-10%	10%	nt	-6%	3%	11%	6%	-1.6%	0.1%
CCNC(=S)NCc1ccc(OC)c(OC)c1	-9%	-12%	0.7%	2%	0%	4%	5%	0.1%	1.1%
CC(=O)Nc1ccc(S(=O)(=O)N2CCc3cc4c(cc3C2C)OCCCO4)cc1 (centres undefined)	2%	-13%	nt	-8%	-1%	7%	19%	14%	1.0%
O=C1N=c2ccccc2=C1c1sc(NS(=O)(=O)Cc2ccccc2)nc1O	3%	6%	nt	52µM*	1%	21%	30%	0.1%	-0.1%
CC(C)[C@@H]1NC(=O)c2cc([N+](=O)[O-])cc(I)c2OCC[C@@H](C(N)=O)NC(=O)[C@H](CCC(=O)O)NC1=O	4%	3%	-4.1%	3%	-6%	9%	2%	1.1%	-0.2%
CN1CCN(CCC2Oc3cc([N+](=O)[O-])ccc3NC2=O)CC1 (centres undefined)	-8%	-2%	1.3%	-7%	-7%	12%	-4%	1.9%	-0.1%
CC(C)(C)C1CCc2c(sc(N)c2C(N)=O)C1 (centres undefined)	-5%	6%	15%	-2%	23%	28%	9%	20%	1.4%
COc1ccc(C2C(C#N)=C(N)Oc3c2c(C)nn3-c2ccccc2)cc1Cn1nc(C)c([N+](=O)[O-])c1C (centres undefined)	2%	-1%	-0.6%	39%	-3%	6%	3%	3.0%	-0.3%
CC(C)Cc1nnc(NC(=O)c2cc(-c3ccccc3)nc3ccccc23)s1	4%	19%	-1.1%	8%	9%	6%	9%	5.0%	-0.2%	NS5 inhibitors pilot replicate=4.4
CC(C)N(C(=O)Cn1c(SCC(=O)NC2CC2)nc2ccccc21)C(C)C	-1%	11%	nt	-8%	-2%	5%	8%	7.2%	-0.6%
CCc1ccc(Nc2nnc(SCC(=O)NC(=O)c3cccn3C)s2)cc1	-1%	4%	-1.4%	nt	-7%	-7%	14%	1.9%	0.2%
CN=C(Nc1cc(C)nn1-c1ccccc1)c1ccc(F)cc1	-5%	-5%	0.1%	-2%	6%	1%	12%	-2.0%	0.3%
CC(NC(=O)c1cccs1)C(c1cccs1)N1CCN(Cc2ccccc2)CC1 (centres undefined)	-3%	0%	6.0%	-1%	-1%	8%	11%	0.1%	-0.4%
Cc1cc(C(F)(F)F)nn1Cc1n[nH]c(=S)n1-c1ccc(Cl)cc1	-8%	6%	0.0%	-1%	17%	9%	11%	-0.8%	nt
CC(Sc1ccccc1)C(=O)N1CCN(S(=O)(=O)c2ccccc2)CC1 (centres undefined)	-9%	17%	nt	-1%	-2%	-9%	-5%	0.1%	-0.5%

The last 2 compounds of the section above come first, to join the parts.
SMILES	LYP phosphatase	GPR35 arrestin U2OS	ER stress rescue	NS5 inhibitors	PhoP inhibition	Rac1 GTP hydrolysis	Large T inhibition	RSV antiviral HEp-2	West Nile virus CPE	others
Cc1cc(C(F)(F)F)nn1Cc1n[nH]c(=S)n1-c1ccc(Cl)cc1	-8%	6%	0.0%	-1%	17%	9%	11%	-0.8%	nt
CC(Sc1ccccc1)C(=O)N1CCN(S(=O)(=O)c2ccccc2)CC1 (centres undefined)	-9%	17%	nt	-1%	-2%	-9%	-5%	0.1%	-0.5%
O=C(O)c1cnn(-c2nc(-c3ccc(Cl)c(Cl)c3)cs2)c1C(F)(F)F	-2%	1%	nt	17%	6%	12%	25%	?	0.0%
CC(=O)N1c2ccc(S(=O)(=O)N3CCCC(C(=O)Nc4ccc(C)cc4C)C3)cc2CC1C (centres undefined)	-4%	-7%	nt	-3%	nt	11%	nt	0.9%	-1.2%
COc1ccc(S(=O)(=O)N2CCOC2CNC(=O)C(=O)NCCCN2CCOCC2)cc1C (centres undefined)	-9%	3%	nt	0%	-2%	3%	8%	0.8%	-0.6%
O=C(O)Cc1csc(-c2cccc(Oc3ccccc3)c2)n1	-4%	4%	nt	2%&2%	-14%&-6%	7%&3%	8%&8%	-1.3%&-0.7%	0.4%&0.3%
CCn1c(SCC(=O)O)nc2sc3c(c2c1=O)CCC3	-6%	0%	0.2%	-3%	-3%	16%	20%	0.1%	0.8%
CCOC(=O)c1oc2ccccc2c1CN1CC(C)OC(C)C1 (centres undefined)	-7%	4%	nt	-1%	-4%	6%	3%	1.9%	-0.5%
O=C(NCc1cccs1)c1csc2c1CCCCC2	4%	-2%	2.9%	-4%	-12%	2%	2%	7.9%	-0.9%
Cc1ccn2c(C(=O)c3ccc(Cl)cc3)cnc2c1	0%	4%	-2.4%	-2%	-2%	7%	5%	1.3%	-0.2%
COc1cc(NC(=O)CCNC(=O)Cn2cnc3sc4c(c3c2=O)CCCC4)cc(OC)c1OC	-8%	-3%	nt	-1%	-9%	2%	3%	0.9%	0.5%
Cc1ccc(C)c(CN2C(=O)c3ccccc3S(=O)c3ccc(C(=O)NCCCN4CCCC4)cc32)c1 (centres undefined)	-10%	15%	nt	-9%	0%	8%	0%	-0.2%	22µM*
C/C(=N/NC(=O)CNC(=O)/C=C/c1ccco1)c1ccc(Cl)cc1	3%	7%	-1.7%	-9%	4%	19%	17%	-0.9%	0.2%
Cc1c(C(=O)O)oc2ccc(S(=O)(=O)NCc3ccccc3)cc12	-12%	-8%	-1.6%	3%	-10%	11%	0%	1.8%	0.1%
CCCCNC(=S)N1CCN(C(c2ccccc2)c2ccccc2)CC1	6%	-4%	-1.2%	-6%	0%	1%	6%	3.0%	-1.3%
Cc1noc(C(=O)Nc2ccc(F)c(Cl)c2)c1Cl	-2%	-1%	nt	-6%	-5%	9%	10%	4.8%	1.0%
COc1ccc(C(=O)Oc2ccc(N(C)S(=O)(=O)c3ccccc3)cc2)cc1[N+](=O)[O-]	-8%	-4%	nt	-8%	1%	7%	5%	0.6%	-0.4%
Cc1ccc(-c2ccc(=O)n(CC(=O)NCCN(CC(C)C)CC(C)C)n2)cc1	-8%	-15%	nt	-8%	1%	9%	7%	-0.9%	-1.2%
O=C(COC(=O)CNC(=O)c1ccc(Br)o1)Nc1ccc2c(c1)OCCO2	-11%	0%	3.9%	-4%	2%	15%	-2%	0.9%	0.4%
O=C(Cc1ccccc1)N/N=C/c1cc2c(cc1Cl)OCO2	6%	-11%	-1.9%	1%	10%	-12%	4%	6.3%	-1.1%
Cc1cc(Nc2ccccc2)c2c([N+](=O)[O-])ccc(C)c2n1	-7%	14%	6.0%	-4%	0%	12%	12%	16%	-1.2%
COc1cc(NS(=O)(=O)c2cn(C)cn2)cc(OC)c1	-8%	4%	nt	-10%	6%	9%	-2%	nt	0.2%
O=C(Cn1[nH]c(=O)c2ccccc2c1=O)OCC(=O)N1CCc2ccccc2C1	4%	-15%	-0.6%	-9%	12%	10%	0%	1.7%	-0.3%
COc1ccc(-c2nc(NC(=O)CSc3nnc(C)s3)ns2)cc1	-3%	9%	nt	2%	-3%	4%	7%	3.9%	1.1%
CC1(C)N([O-])C(c2ccccc2)=C[N+](=O)C1(C)C	-12%	-11%	-0.3%	1%	1%	4%	11%	-0.2%	0.2%
O=C(Nc1ccc(N2CCN(C(=O)c3ccco3)CC2)c(Cl)c1)c1cccnc1	-4%	-7%	5.2%	-9%	-1%	8%	17%	7.4%	-0.3%
CC(C)OC(=O)CSc1nnc(-c2ccccn2)n1-c1ccccc1	-11%	8%	-1.6%	-6%	-8%	15%	11%	3.3%	0.1%
O=c1[nH]c(C2CCN(S(=O)(=O)c3ccccc3)CC2)nc2c1nnn2Cc1c(F)cccc1Cl	-4%	11%	nt	-11%	4%	5%	5%	66%	-0.1%
CCn1c(SCC(=O)Nc2ccc(OC)cc2)nc2c(c1=O)SCC2	-7%	10%	nt	4%	-2%	8%	6%	1.5%	-0.5%
Cc1cc(NC(=O)CCCN2C(=O)/C(=C\c3cccs3)SC2=S)no1	-2%	-8%	-2.5%	3%	-1%	3%	2%	1.6%	-0.3%
Cc1ccc(NCc2ccc(Cl)nc2)c(NCc2ccc(Cl)nc2)c1	-7%	-2%	0.7%	4%	-2%	19%	11%	6.4%	-1.2%
COc1ccc(C(=O)NNC(=O)C(Cc2ccc(O)cc2)NC(=O)c2ccccc2NC(=O)c2ccc(OC)cc2)cc1 (centres undefined)	-4%	5%	-1.6%	-1%	7%	9%	6%	0.9%	-0.7%
CC(=O)NC(c1cccs1)c1cc([N+](=O)[O-])c2cccnc2c1O (centres undefined)	-2%	-2%	0.1%	0%	39µM*	8%	-3%	-1.5%	-1.2%
Cc1ccc(-c2nnc(SCc3ccccc3F)o2)cc1	-2%	5%	-1.0%	-10%	-5%	3%	10%	2.6%	0.9%
Cc1cc(Cc2cc(C)c(N)cc2C)c(C)cc1N	-11%	-20%	-1.7%	-5%	1%	11%	27%	0.6%	1.2%
COC(=O)c1sccc1NC(=O)c1sccc1C	-6%	3%	0.3%	1%	-3%	3%	25%	-0.1%	0.5%
COc1ccc(-c2csc(Nc3cccnc3)n2)cc1	-2%	1%	6.3%	3%	11%	11%	6%	7.4%	0.5%
COc1ccc(S(=O)(=O)NCc2ccccn2)cc1NC(=O)c1ccccc1C	nt	nt	nt	-8%	2%	-3%	5%	1.0%	nt
CCOc1ccccc1N(CC(=O)N(C)Cc1ccccc1)S(=O)(=O)c1ccccc1	-6%	-6%	nt	3%	8%	9%	10%	21%	-0.8%
O=C(O)CCCN1C(=O)/C(=C/c2cn(-c3ccccc3)nc2-c2cccs2)SC1=S	16%	-9%	1.4%	11%	-5%	12%	27%	nt	nt
